Assay outcomes (PubChem BioAssay)
E-sel TNF inh = blocks E-selectin expression induced by TNF alpha | HUVEC TNFa-induced E-selectin immunofluorescence, high content | inhibition, % at 2 µM | actives 0.71% (n = 120,000) | AID 1246;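 active means inhibition above the batch mean plus 3 SD, and confirmed as a hit on visual image review, cut at about 43% in these data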;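 further: 0% = TNF-stimulated DMSO wells and 100% = unstimulated control wells; not every result past the cut was called active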
HCT116 PTEN-null = PTEN-deleted cell growth suppression. HCT116 PTEN-null viability, CellTiter-Glo, 60 h; stronger effect = lower value. viability, % at 10 µM. actives 1.2% (n = 140,000). AID 827;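 active means viability at or below a set limit, 4 SD under the median of all tested compounds, cut at about 3.7% in these data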;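 further: PTEN knockout HCT116 line with beta catenin targeted HCT116 as companion control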
NPY-Y2 antag = blocks the human neuropeptide Y Y2 receptor; P49146; NPY-Y2 expressing cells, antagonist mode; actives 0.99% (n = 140,000); AID 793; inhibition, % at 2.7 µM; in the data active means inhibition above about 17%;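 further: 0% = vehicle with agonist challenge and 100% = reference antagonist with challenge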
Target sequence (P49146 whole entry, looked up): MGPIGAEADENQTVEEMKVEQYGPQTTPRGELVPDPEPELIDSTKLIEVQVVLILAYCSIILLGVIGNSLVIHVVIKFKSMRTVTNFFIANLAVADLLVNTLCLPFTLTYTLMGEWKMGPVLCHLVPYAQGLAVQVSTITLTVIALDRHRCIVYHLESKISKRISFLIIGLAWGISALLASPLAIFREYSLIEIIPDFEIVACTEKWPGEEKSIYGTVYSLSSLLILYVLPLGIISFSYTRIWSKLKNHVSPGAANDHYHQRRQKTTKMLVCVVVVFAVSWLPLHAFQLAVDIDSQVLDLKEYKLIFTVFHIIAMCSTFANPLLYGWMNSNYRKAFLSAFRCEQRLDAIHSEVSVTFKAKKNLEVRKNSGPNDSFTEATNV
BB579 growth dn = chemicals that inhibit yeast BB579 growth in restrictive medium (lifespan-shortening candidates); AID 804; actives 0.51% (n = 140,000); inhibition, % at 10 µM; S. cerevisiae BB579 growth, OD615, 48 h;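 active means inhibition above a set limit, 3 SD over the mean compound inhibition, cut at about 44% in these data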; further: inactives centre near -24
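Test system: Saccharomyces cerevisiae DeaD strain BB579, replicative lifespan model yeast | Buffer or medium: Restrictive CSMM-D medium | Doses: One dose, 10 µM compound with 0.25% DMSO | Incubation: 48 h exposure, 30 °C | Detection: Culture absorbance at 615 nm | Control set: Amphotericin B at 10 µg/mL as positive control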
bCat KO growth = beta-catenin-lacking colon tumor cell growth suppression; viability, % at 10 µM; actives 1.5% (n = 140,000); HCT116 beta-catenin knockout viability, CellTiter-Glo, 60 h; stronger effect = lower value;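 active means viability at or under a set limit, the compound median less 4 SD, cut at about 6% in these data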;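 further: 0% = Hyamine 1622 control at 20 µM and 100% = untreated cell control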
Yeast lifespan up = yeast lifespan extension. AID 775. inhibition of the nicotinamide effect, % at 10 µM. actives 0.68% (n = 130,000). S. cerevisiae growth with nicotinamide, OD615; deaD strain in restrictive glucose medium;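 active means inhibition above a set limit, placed 3 SD over the median of all compounds, cut at about 26% in these data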;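 further: 0% = nicotinamide-treated wells and 100% = cells grown without nicotinamide; some compounds called inactive have numbers as strong as hits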
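Measured by: optical density (absorbance) at 615 nm; System: modified budding yeast, DeaD strain; Medium: restrictive CSMM-D dextrose medium; Timing: 4 h preincubation then 48 h treatment at 30 °C.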
MRP-1 activ = activates MRP-1; H69AR cells + doxorubicin, viability rescue, CellTiter-Glo; viability increase, % at 10 µM; actives 0.61% (n = 140,000); AID 799;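 active means viability gain under doxorubicin at or above a set limit, the compound median plus 3 SD, cut at about 4.7% in these data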;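 further: MRP-1 overexpressing cells given doxorubicin 25 µM after compound pretreatment; 18-22 h compound pretreatment then 72 h with doxorubicin before readout; 0% = doxorubicin-only wells and 100% = vehicle-treated cells without doxorubicin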
Phagocyt inh = macrophage phagocytosis inhibition; J774A.1 macrophage IgG-bead phagocytosis, imaging; inhibition, % at 5 µM; actives 0.07% (n = 110,000); AID 1029;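 active means inhibition above the mean of the plate negative controls plus 5 SD, cut at about 13% in these data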;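 further: phagocytic index as fraction of beads internalized from green versus red external bead signal; plate controls were DMSO negative control for no effect and cytochalasin-D positive control for full effect; some results beyond the cut were filed as inactive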
Measles CPE = protection of cells from measles virus | actives 1.5% (n = 140,000) | Measles virus-infected cells, CPE protection, absorbance | protection (pct of control), % at 4 µM | AID 841; in the data active means protection mostly above about 24%, no sharp cut-off; inactive means mostly below about 26%; further: some compounds called inactive have numbers as strong as hits
GALR2 antag = GALR2 (human) receptor antagonism | inhibition, % at 4 µM | O43603 | GALR2-expressing cells, antagonist mode | actives 0.39% (n = 140,000); in the data active means inhibition above about 27%;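 further: cells stimulated with galanin 1-16 at roughly its EC80; 0% = agonist challenge control and 100% = basal control without agonist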
Target sequence (O43603 whole entry, looked up): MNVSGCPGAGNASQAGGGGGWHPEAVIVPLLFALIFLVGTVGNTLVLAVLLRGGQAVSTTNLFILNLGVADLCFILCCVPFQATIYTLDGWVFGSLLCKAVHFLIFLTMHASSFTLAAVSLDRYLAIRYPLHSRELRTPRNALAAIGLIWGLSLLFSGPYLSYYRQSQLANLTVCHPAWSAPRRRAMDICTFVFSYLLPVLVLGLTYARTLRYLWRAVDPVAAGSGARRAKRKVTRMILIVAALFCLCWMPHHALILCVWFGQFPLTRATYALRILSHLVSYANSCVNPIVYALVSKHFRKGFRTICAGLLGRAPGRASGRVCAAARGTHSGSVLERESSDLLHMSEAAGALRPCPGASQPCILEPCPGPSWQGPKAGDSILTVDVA
* = called active by the depositor; nt = not tested or not shown.

Preview:
SMILES	E-sel TNF inh	HCT116 PTEN-null	NPY-Y2 antag	BB579 growth dn	bCat KO growth	Yeast lifespan up	MRP-1 activ	Phagocyt inh	Measles CPE	GALR2 antag
COc1ccc(/C(O)=C/c2nc3ccccc3n(-c3ccccc3)c2=O)cc1	-14	70	1	3	82	-5	1.9	-1	5	-10
COc1cc(C(=O)Nc2ccc3c(c2)OCCO3)ccc1OC(F)F	-53	88	2	-12	87	-12	-1.1	0	15	11

Results, previewed entries included:
SMILES	E-sel TNF inh	HCT116 PTEN-null	NPY-Y2 antag	BB579 growth dn	bCat KO growth	Yeast lifespan up	MRP-1 activ	Phagocyt inh	Measles CPE	GALR2 antag
COc1ccc(/C(O)=C/c2nc3ccccc3n(-c3ccccc3)c2=O)cc1	-14	70	1	3	82	-5	1.9	-1	5	-10
COc1cc(C(=O)Nc2ccc3c(c2)OCCO3)ccc1OC(F)F	-53	88	2	-12	87	-12	-1.1	0	15	11
O=C(O)CCc1ccc(-c2ccc(Cl)cc2)n1CC(=O)O	nt	94	0	-14	98	-18	0.5	0	7	-12
COc1ccc(S(=O)(=O)N2CCCC2)c(C)c1C	-26	102	2	-47	105	1	-1.0	0	8	6
Cc1cc(C)n(-c2ccc(C(=O)C(C#N)c3nc4ccccc4n3C)cc2)n1 (stereo not given)	20	96	-2	-53	101	-18	-2.5	-1	29	1
CC1=CC(c2ccc(Cl)cc2)n2nc(N3C(=O)CCC3=O)nc2N1 (stereo not given)	-8	92	3	-20	90	nt	0.8	nt	3	-7
COc1nc(NCC(C)C)nc(Oc2ccc(OCc3ccccc3)nn2)n1	25	92	5	-35	103	-3	0.0	-2	11	-2
COCCNC(=O)c1cc2ncc(Br)cn2n1	-2	101	1	-12	105	-17	-0.7	0	14	-11
CCOc1ccccc1N/C(=N/c1nc(C)cc(C)n1)NC(=O)Nc1ccc(Cl)c(Cl)c1	nt	73	1	-10	82	-1	1.6	5	7	4
Cc1c(-c2cccc(NC(=O)c3cccs3)c2)nc2ncccn12	nt	87	2	-16	92	-3	1.3	nt	5	18
Cc1nn(-c2ccccc2)c(Cl)c1/C=N/NC(=O)c1ccccc1NS(=O)(=O)c1cccs1	nt	88	2	-41	87	4	-1.8	-4	14	-6
CCOC(=O)CSc1nnc(CSc2nc(N)c3c(C)c(C)sc3n2)n1-c1ccccc1	nt	106	14	-36	96	0	1.9	-7	6	6
N#CC1=C(SCc2ccccc2)NC(=O)CC1c1ccc(O)cc1 (stereo not given)	-19	90	0	11	88	-9	-3.0	6	4	1
CC(C)OC(=O)CC(NC(=O)OC(C)(C)C)c1ccccc1 (stereo not given)	-6	103	0	-5	101	13	-0.2	nt	4	8
CCCOCC1CC2(SC(=Nc3ccc(C)cc3)NC2=O)C(=O)O1 (stereo not given)	11	102	3	-21	96	0	-0.8	-2	1	-12
O=C(Nc1ccc2c(c1)OCO2)N1CCN(c2ccccc2Cl)CC1	25	72	1	-24	71	-29	-2.0	-1	8	-2
CC1(C)CC(=O)C(C=Nc2ccccc2Sc2ccccc2)=C(O)C1	0	88	-1	-32	94	-21	-4.3	-2	8	7
Cc1cccc(N2CCN(C(=O)c3ccc(CS(=O)(=O)c4ccccc4C)o3)CC2C)c1 (stereo not given)	57	15	15	-12	21	-9	-0.8	nt	6	-4
Cn1cc(Br)c(C(=O)Nc2sc3c(c2C(N)=O)CCC3)n1	-13	94	1	-7	78	-13	-1.8	nt	9	-2
CC(C)c1nnc(NC(=O)CC(=O)Nc2ccccc2C(=O)O)s1	-31	101	3	-13	104	4	-0.8	0	2	2
CCOC(=O)c1c(C)[nH]c(C(=O)NNC(=O)c2ccccc2)c1C	-6	101	1	-27	104	-9	-3.0	-1	9	-7
Cc1cccc(OCC2=NS(=O)(=O)c3ccccc3N2)c1	-28	93	7	-27	110	-7	-0.3	-2	10	-8
O=c1c2ccccc2nc2n1CCCCN2	21	94	0	-5	94	-18	-1.4	11	5	-4
Cc1cc(NC(=O)CCC(=O)N(c2ccc(F)cc2)C(C(=O)NC2CCCC2)c2ccncc2)no1 (stereo not given)	-15	96	-2	-34	88	-7	-2.8	nt	38	3
CCC(=O)N1CCc2cc(S(=O)(=O)NCCCN3CCN(Cc4ccccc4)CC3)ccc21	21	85	3	-32	79	-4	-2.6	nt	2	0
CC1CCCN(C(=O)CN2C(=O)c3ccccc3C2=O)C1 (stereo not given)	-6	98	3	-18	92	14	-1.3	-3	14	-2
CC12CCCCC1N(O)C(=O)C(=O)N2O (stereo not given)	-27	103	-1	-1	93	2	-0.1	-6	25	-7
Cn1cccc1Cc1nnc(SCC(=O)NC2CCCCC2)n1-c1ccc(F)cc1	2	82	1	-22	74	-6	-2.1	0	16	0
CCNS(=O)(=O)c1ccc(NC(=O)c2cccnc2)cc1	nt	98	6	-17	100	-11	-1.9	1	10	7
COc1ccccc1C(=O)Nc1ccc2c(c1)nc(CCNC(C)=O)n2C	-6	106	0	-15	115	-13	1.6	0	6	10
CC(=O)NCC(=O)NC(Cc1ccccc1)C(N)=O (stereo not given)	4	104	0	-43	96	nt	-0.8	nt	23	8
O=S(=O)(c1cccc(S(=O)(=O)N2CCC(n3nnc4ccccc43)CC2)c1)N1CCCCC1	16	73	4	-41	80	3	-1.6	-1	8	-4
COC(=O)c1cccc(COC(=O)c2cccnc2SC)c1	-26	99	7	-9	86	-20	0.7	-1	7	-3
COc1ccc(OC)c(S(=O)(=O)N2CCN(c3c(C)cccc3C)CC2)c1	nt	72	7	-30	88	-4	-2.5	-1	12	0
CCc1ccc(/C=c2\s/c(=C\C(=O)C(C)(C)C)[nH]c2=O)cc1	24	43	13	-58	46	-17	-3.6	nt	3	-8
COCCCNC(=O)c1cc(C)nc2ccc(F)cc12	-19	102	3	-64	101	-6	-0.7	nt	20	1
CN1C(=O)CC(N2CCN(CCN=CC3=C(O)CC(C)(C)CC3=O)CC2)C1=O (stereo not given)	10	90	5	-4	85	-4	-2.3	0	2	0
CCOCC(=O)Nc1cccc(Br)c1	-30	94	-1	-58	90	-16	-1.4	0	21	1
CC(=O)OC1c2ccccc2C(=O)N1Cc1ccccc1Cl (stereo not given)	nt	89	5	0	89	-5	-2.1	-1	13	3
CCOc1ccccc1C(=O)N(CCC(=O)OC)c1ccccn1	8	98	2	-13	102	-8	-0.6	0	4	5
C=CCNC(=O)C1CCCN(S(C)(=O)=O)C1 (stereo not given)	6	97	2	-27	99	-14	-0.4	nt	7	-14
CCNC(=O)CSc1nnc(C2CC2)n1-c1ccccc1	nt	104	-1	-16	94	-6	-1.6	nt	7	14
COC(=O)c1cc(Br)c(=O)n(-c2ccccn2)c1	nt	115	6	-6	98	-13	0.7	-1	2	-3
C=CCc1c(C)nc(SC)nc1Nc1ccc(C)cc1	nt	87	4	-46	86	-8	-1.7	-1	4	3
CCc1ccc(NC(=O)C2CC(=O)Nc3ncnn32)cc1 (stereo not given)	nt	92	1	-4	98	4	-0.5	2	2	-1
COc1ccc(NC(=S)N(CCc2c(C)[nH]c3ccc(C)cc23)Cc2cccs2)cc1	-12	52	0	-8	56	-1	-0.6	nt	2	1
CCc1ccc(NS(=O)(=O)c2ccc3[nH]cc(C(=O)N(C)Cc4ccco4)c(=O)c3c2)cc1	nt	94	2	-39	89	-26	-1.7	nt	13	-4
CN(C)C(=O)C(=O)c1c(-c2ccccc2)cc2ccccn12	-24	89	0	-47	84	-18	-1.4	0	5	2
CS(=O)(=O)N(CC(=O)N/N=C/c1cc([N+](=O)[O-])ccc1Cl)c1ccccc1	-50	37	1	-10	14	-11	-3.9	-1	11	-2
COCCNC(=O)CN(Cc1ccc(Cl)cc1)S(C)(=O)=O	7	97	-2	-56	92	-1	-0.5	-1	8	13
CC(C)Cn1c(N)c(C(=O)COC(=O)c2cc(C(F)(F)F)nc3ccccc23)c(=O)n(C)c1=O	-19	51	10	-30	69	14	-2.5	nt	11	-1
CCCCCNCc1cccc(Br)c1	-15	86	10	-37	88	-11	-2.8	nt	11	1
O=C(COC(=O)/C=C/c1ccco1)Nc1ncc(Cl)cc1Cl	-4	87	4	-26	93	-3	-1.3	-3	6	1
COc1ccc(Cl)cc1NC(=O)c1cc(-c2ccccc2O)n[nH]1	0	78	-2	-66	79	-3	-1.4	-2	15	12
CCS(=O)(=O)N1CCN(C2Cc3ccccc3C2)CC1	nt	96	-3	-38	96	-2	-2.0	-1	23	6
COc1ccc(N2CCN(c3nc(Cl)nc(N4CCOCC4)n3)CC2)cc1	-15	83	3	3	89	nt	8.8*	nt	6	-3
COc1ccc(-c2c(C(F)(F)F)oc3cc(OCC(=O)Nc4ccccc4C(F)(F)F)ccc3c2=O)cc1OC	nt	5	2	-11	1.4*	1	-5.2	nt	2	-17
Cc1ccc(NC(=O)CN(C)C(=O)CSc2n[nH]c(N)n2)cc1	nt	106	2	-24	107	-11	-0.5	nt	5	6
COc1cccc(C(=O)N/N=C/c2ccc(OC3CSC3)cc2)c1	10	104	2	-4	103	-9	0.5	0	23	6
CCOC(=O)C1CCCN(S(=O)(=O)c2cccc3cccnc23)C1 (stereo not given)	3	89	6	5	86	-10	0.0	4	7	-1
(continued)
SMILES	E-sel TNF inh	HCT116 PTEN-null	NPY-Y2 antag	BB579 growth dn	bCat KO growth	Yeast lifespan up	MRP-1 activ	Phagocyt inh	Measles CPE	GALR2 antag
Cc1cccc(C)c1NC(=S)NCCc1ccccn1	nt	95	1	-10	91	2	0.2	1	10	21
COc1cc(C(=O)N(Cc2ccccn2)CC2CCCO2)cc(OC)c1OC (stereo not given)	nt	103	-1	-20	104	3	-0.1	-2	4	-8
CCOc1ccccc1C(=O)NCC(=O)OCC(=O)c1ccc2c(c1)OCCO2	3	86	3	2	97	-10	0.2	0	35	-5
COc1ccc(CC(NC(C)=O)C(=O)NC2CCN(C(=O)NCc3ccccc3)CC2)cc1OC (stereo not given)	3	97	-2	-34	97	-5	-0.6	-2	35	-2
Cc1nonc1NCn1nnc2ccccc21	-14	99	1	-36	101	-18	-1.0	1	10	-15
COc1cc(/C=C(\C#N)c2ccccn2)ccc1OCc1ccccc1Cl	5	77	9	-39	82	-4	5.9*	-9	14	2
Cc1ccc(/C(N)=N/OC(=O)CCc2ccccc2)cc1	-12	96	5	-42	103	-28	0.0	0	11	-3
Cc1nn(CC#N)c(=O)n1-c1cccc(F)c1	19	99	1	-30	97	-4	-0.8	0	10	-6
COc1ccc(C(=O)COC(=O)c2ccc(NC(C)=O)cc2)cc1[N+](=O)[O-]	-10	103	1	-6	99	-8	0.0	2	9	-4
Cn1nc([N+](=O)[O-])c(C(C#N)c2nc3ccccc3n2C)c(Cl)c1=O (stereo not given)	-10	71	2	-20	66	-4	-3.2	nt	5	20
Cn1c(CNC(=O)c2ccc(Cl)cc2)nnc1SCC(=O)Nc1sc2c(c1C#N)CCCC2	nt	56	-1	-19	88	-4	-4.7	-1	10	-2
CCOC(=O)c1cnc2ccc(C)cc2c1Sc1ccc(F)cc1	-24	63	4	0	64	-8	-5.2	0	8	3
